Bioassay records as filed in PubChem.
inhibitors of VEEV = inhibitors of VEEV TC-83 cytopathic effect, confirmation, Vero cells (AID 588727) | Vero cells, VEEV TC-83 cytopathic effect inhibition; higher % means a stronger effect | inhibition, % at 20 µM, or IC50 in µM where a hit was titrated | 350,000 compounds, 0.13% hits; in the data active = a potency from the dose series; inconclusive = inhibition mostly from about 14% at the one dose, without a potency; inactive = the rest, 99 in 100 with inhibition below about 12%; also: strong numbers were not always called active
H1N1 NS1A inhibition = H1N1 influenza NS1A inhibitors, functional cell based assay (AID 504329). NS1A functional cell-based assay, percent inhibition; higher % means a stronger effect. one-dose inhibition, % at 12.5 µM; IC50 in µM for titrated hits. 340,000 compounds, 0.3% hits; in the data active = a potency from the dose series; inconclusive = inhibition above about 27% without an active follow-up result; also: strong numbers were not always called active
tuberculosis growth = growth inhibition of non-replicating M. tuberculosis (AID 488890) | Mycobacterium tuberculosis non-replicating, growth inhibition; higher % means a stronger effect | inhibition, % at 25 µM; hits with a dose series show IC50 in µM | 320,000 compounds, 0.39% hits; in the data active = a potency from the dose series; inconclusive = inhibition mostly from about 82% at the one dose, without a potency; inactive = the rest, 99 in 100 with inhibition below about 76%;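 also: plate controls were DMSO cells for no effect and high antibiotic wells for full effect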
PhoP GFP inhibition = PhoP regulon inhibitors, Salmonella typhi PhoP promoter GFP reporter, confirmatory (AID 1850). Salmonella Typhi PhoP-promoter GFP reporter, fluorescence, 4 h; higher % means a stronger effect. inhibition, % at 50 µM; hits with a dose series show IC50 in µM. 310,000 compounds, 0.33% hits; in the data active = a potency from the dose series; inconclusive = inhibition mostly from about 25% at the one dose, without a potency; inactive = the rest, 99 in 100 with inhibition below about 19%;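 also: 0% = induced wells with vehicle and 100% = uninduced wells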
M. tuberculosis HTS = M. tuberculosis growth inhibition, HTS (AID 449762). M. tuberculosis H37Rv growth inhibition, 7H9 media; higher % means a stronger effect. inhibition, % at 25 µM; hits with a dose series show IC50 in µM. 330,000 compounds, 0.59% hits; in the data active = a potency from the dose series; inconclusive = inhibition above about 70% without an active follow-up result;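 also: bacterial growth assessed after seven days of incubation; strong numbers were not always called active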
inhibitors of VEEV 10K pilot screen = also measured in inhibitors of VEEV; calls as there; inhibition, %; measured here: 10K pilot screen inhibition
Starred values were filed as active, the others as inactive; i = inactive; ? = inconclusive; · = no result given.

SMILES	inhibitors of VEEV	H1N1 NS1A inhibition	tuberculosis growth	PhoP GFP inhibition	M. tuberculosis HTS	others
CCOC(=O)C1(CCc2ccccc2)CCN(C(=O)c2cccc(C)n2)CC1	0.0%	-1%	12%	1%	2%
c1ccc2c(c1)Cn1c-2nc2ccccc21	i	-14%	-1%	11%	2%
Cc1cc2cc(CCNC(=O)c3ccc(C)c([N+](=O)[O-])c3)c(=O)[nH]c2cc1C	11%	-6%	-6%	-9%	-1%
CC(C)Oc1ccc(CNC(=O)CCC(=O)N2CC(C)Sc3ccccc32)cc1 (configuration not stated)	0.9%	-3%	20%	-24%	-5%
CN(Cc1cnccn1)Cc1nc(Cc2ccccc2Cl)no1	0.1%	-6%	-1%	3%	7%
Cc1ccc(C)c(S(=O)(=O)N2CCN(C(=O)CCNC(=O)c3ccc(Br)cc3)CC2)c1	3.9%	-4%	5%	6%	4%
O=C(Nc1ccccc1C(=O)N/N=C/c1ccc(F)cc1)c1ccccc1Br	0.7%	23%	24%	7%	0%
Cc1ccc(N2CC(C(=O)Nc3nnc(SCC(=O)N4CCOCC4)s3)CC2=O)cc1 (configuration not stated)	1.5%	-3%	-15%	-8%	4%
COC(OC)c1ccnc(-c2ccc(OC(=O)c3cccs3)cc2)n1	0.6%	-12%	?	1%	62µM*
O=C(c1ccc(S(=O)(=O)c2ccccc2Cl)c([N+](=O)[O-])c1)N1CCCCCC1	0.1%	13%	35%	-4%	0%
COc1cc2c(cc1OC)CN(C(=O)c1cc(C3CC3)nn1-c1ccccc1)CC2	9.4%	-11%	14%	·	0%
CC(=O)N1N=C(c2cccs2)CC1c1cccs1 (configuration not stated)	1.7%	1%	-3%	-6%	0%
C[C@H](CO)N1C[C@H](C)[C@@H](CN(C)Cc2ccc(-c3ccccc3)cc2)Oc2ccc(NC(=O)Cn3cnnn3)cc2C1=O	i	5%	21%	·	3%
CCCC(=O)Nc1ccc(-c2nc3cc(C)c(C)cc3o2)cc1	2.9%	6%	44%	-11%	10%
CCOc1ccc(C2C(C(=O)C3CC3)N3C=C(C#N)C=CC3C2(C#N)C#N)cc1 (configuration not stated)	·	·	35%	-7%	-2%
CCN(C(=O)CSc1nnc(-c2ccncc2)n1Cc1ccccc1)C1CCS(=O)(=O)C1 (configuration not stated)	i	-7%	-3%	7%	4%
CCOc1cc(CNC(C)(C)CO)cc(Br)c1OCc1ccc(Cl)cc1Cl	i	14%	i	44µM*	?
Cc1csc(NC(=O)c2cc(C)oc2C)n1	2.6%	14%	10%	4%	1%
COc1ccccc1CC(NC(C)=O)C(=O)NC1CCN(C(=O)Nc2cccc(F)c2)CC1 (configuration not stated)	1.7%	-1%	·	·	·
Cc1c(Cl)cccc1NC(=O)NCc1ccncc1	0.4%	6%	4%	3%	5%
O=C(CSc1nnc2ccccn12)NNC(=O)c1ccc(Cl)cc1	0.6%	-3%	-9%	-4%	-4%
Cc1ccc(NC(=O)CC(NCC2CCCO2)C(=O)O)cc1C (configuration not stated)	i	-7%	-10%	-7%	-1%
CN(C)/C=N/c1ncc(C(=O)OC(C)(C)C)s1	0.9%	-3%	4%	9%	-1%
O=C1NC[C@@H](Cc2cccc3ccccc23)N(CCCCC2CCCCC2)C1=O	0.1%	-2%	6%	-5%	0%	inhibitors of VEEV 10K pilot screen=0.0
CC(C)(C)NC(=O)CSc1nnc(-c2ccccc2)c(-c2ccccc2)n1	1.7%	0%	-1%	-8%	-4%

Structures shown so far containing an aryl thioether with sulfur outside any ring, in the order listed:
SMILES	inhibitors of VEEV	H1N1 NS1A inhibition	tuberculosis growth	PhoP GFP inhibition	M. tuberculosis HTS	others
Cc1ccc(N2CC(C(=O)Nc3nnc(SCC(=O)N4CCOCC4)s3)CC2=O)cc1 (configuration not stated)	1.5%	-3%	-15%	-8%	4%
CCN(C(=O)CSc1nnc(-c2ccncc2)n1Cc1ccccc1)C1CCS(=O)(=O)C1 (configuration not stated)	i	-7%	-3%	7%	4%
O=C(CSc1nnc2ccccn12)NNC(=O)c1ccc(Cl)cc1	0.6%	-3%	-9%	-4%	-4%
CC(C)(C)NC(=O)CSc1nnc(-c2ccccc2)c(-c2ccccc2)n1	1.7%	0%	-1%	-8%	-4%

Returning to the listing with the 6 entries that preceded the break.
SMILES	inhibitors of VEEV	H1N1 NS1A inhibition	tuberculosis growth	PhoP GFP inhibition	M. tuberculosis HTS	others
Cc1c(Cl)cccc1NC(=O)NCc1ccncc1	0.4%	6%	4%	3%	5%
O=C(CSc1nnc2ccccn12)NNC(=O)c1ccc(Cl)cc1	0.6%	-3%	-9%	-4%	-4%
Cc1ccc(NC(=O)CC(NCC2CCCO2)C(=O)O)cc1C (configuration not stated)	i	-7%	-10%	-7%	-1%
CN(C)/C=N/c1ncc(C(=O)OC(C)(C)C)s1	0.9%	-3%	4%	9%	-1%
O=C1NC[C@@H](Cc2cccc3ccccc23)N(CCCCC2CCCCC2)C1=O	0.1%	-2%	6%	-5%	0%	inhibitors of VEEV 10K pilot screen=0.0
CC(C)(C)NC(=O)CSc1nnc(-c2ccccc2)c(-c2ccccc2)n1	1.7%	0%	-1%	-8%	-4%
CCC(C)NC(=O)Cn1cccc1C(=O)c1ccccc1 (configuration not stated)	i	8%	-13%	2%	6%
Cc1cccc2c3c([nH]c12)CCN(C)C3	1.2%	5%	14%	-6%	5%
COc1ccc(Cc2nc3ccc(C(=O)N4CCOCC4)cc3o2)cc1	1.8%	-2%	-2%	-7%	-2%
COC(=O)Cc1[nH]n(-c2nc3ccccc3s2)c(=O)c1C(C)=Nc1ccc(Cl)cc1	1.1%	8%	-3%	0%	6%
N#Cc1ccccc1N=Cc1ccc(Br)cc1	1.0%	5%	-8%	-5%	-10%
CCc1ccccc1OCC(=O)OCC(=O)N1CC(=O)Nc2ccccc21	i	6%	27%	-10%	5%
CCN(CC(=O)Nc1c(F)cccc1F)C(=O)c1cnccn1	5.5%	-5%	-6%	0%	-10%
CCCCNCCOCCOc1ccc(C)cc1[N+](=O)[O-]	i	-3%	22%	-4%	5%
CCCCOc1c(Br)cc(CNCCCN2CCOCC2)cc1OC	1.0%	1%	33%	-2%	-3%
O=C1C2CCCN2C(c2cccnc2)N1c1ccc(Cl)cc1 (configuration not stated)	1.1%	-2%	14%	5%	-9%
COc1cc(N/N=C/c2ccc(N(C)C)cc2)ncn1	3.4%	-6%	2%	-8%	-3%
COc1cc(NC(=S)NC(C)(C)C)c(OC)cc1Cl	i	-13%	16%	2%	-4%
Cc1ccc(S(=O)(=O)NC(=O)c2cc(C)n(-c3ccccc3)c2C)cc1	1.0%	-2%	-2%	-2%	-12%
CCOc1ccc2oc(C(=O)N(CC)CC(=O)Nc3ccc(NC(C)=O)cc3)c(C)c2c1	6.4%	-6%	-6%	·	-2%
CCCCCCC(=O)N/N=C/c1c(O)n(CCc2ccccc2)c(=O)[nH]c1=O	12%	8%	33%	4%	12%
COC(=O)C1C2C=CC3(CN(c4cccc(C)c4)C(=O)C13)O2 (configuration not stated)	0.7%	2%	-7%	-9%	-1%
C=CCc1ccccc1OCCSc1nc2ccc([N+](=O)[O-])cc2s1	0.8%	2%	70%	-6%	-8%
CC(=O)c1cc2c(s1)-c1cc(F)ccc1OC2	4.0%	-30%	8%	-2%	2%
COC(=O)C1=C(c2ccc(OC(F)(F)F)cc2)C[C@@H]2CC[C@H]1N2C(=O)NC1CCCCC1	i	-4%	16%	·	1%	inhibitors of VEEV 10K pilot screen=0.0
Cc1cc(SCC(=O)c2cccs2)n2nc(C)c(-c3ccccc3)c2n1	0.3%	8%	1%	1%	1%
CN(C)CCN(C(=O)CCc1ccccc1)c1nc2c(F)cc(F)cc2s1	i	-4%	-9%	2%	5%
COc1ccc(N2CCN(C(=O)CNS(=O)(=O)c3ccc(C)c(C)c3)CC2)cc1	1.4%	-3%	-8%	-5%	2%
CCCC(=O)N(c1ccccc1)C1C=CS(=O)(=O)C1 (configuration not stated)	i	9%	-1%	-6%	8%
c1ccc2sc(NN=C3CCCC3)nc2c1	3.2%	9%	37%	-10%	-4%
COc1cc(C(=O)NNC(=O)c2cc(C)[nH]n2)cc(OC)c1OC	0.3%	2%	-3%	5%	-1%
SMILES	inhibitors of VEEV	H1N1 NS1A inhibition	tuberculosis growth	PhoP GFP inhibition	M. tuberculosis HTS	others
Cc1c(NC(=O)COC(=O)c2ccc(F)c(S(=O)(=O)N3CCOCC3)c2)c(=O)n(-c2ccccc2)n1C	0.3%	6%	-5%	-5%	2%
CC(=O)Nc1ccc(S(=O)(=O)N2CCN(C(=O)c3ncoc3-c3ccccc3)CC2)cc1	2.7%	9%	·	·	·
CCCNC(=O)C(NS(=O)(=O)c1cccc2nsnc12)c1ccccc1 (configuration not stated)	6.5%	-2%	5%	-5%	-6%
Cc1ccc(-c2nc(CN3CCCCC3CCN3CCCC3=O)c(C)o2)o1 (configuration not stated)	0.1%	0%	2%	5%	9%
Cc1cc(C(=O)CCl)c(C)n1-c1cccc([N+](=O)[O-])c1	?	4%	?	6%	<0.2µM*
O=C(c1ccc(Br)c([N+](=O)[O-])c1)N1CCN(Cc2ccccc2)CC1	6.5%	14%	2%	3%	4%
O=C(Nc1cccc(C(F)(F)F)c1)C1CCCN1S(=O)(=O)c1cccc2cccnc12 (configuration not stated)	i	-8%	16%	-4%	-8%
CC(C)C(C(=O)OCC(=O)c1cccc([N+](=O)[O-])c1)N1C(=O)[C@@H]2[C@H]3CC[C@H](C3)[C@@H]2C1=O (some centres not stated)	i	-4%	1%	5%	6%
COc1ccc(OCCSc2ccc(S(=O)(=O)N3CCCC3)cn2)cc1	3.1%	-2%	42%	·	-1%
O=C(O)c1ccc2c(c1)C(=O)N(c1ccc(/C=C/C(=O)c3ccccc3)cc1)C2=O	0.5%	-6%	-2%	-4%	2%
CCN(CC)CCCn1c2c(c(SCC(=O)Nc3cccc(C(C)=O)c3)nc1=O)CCC2	1.1%	1%	11%	0%	-2%
CSc1ccc(CNC(=O)C(C)n2nc(C)c3c(C)n(-c4ccccc4)nc3c2=O)cc1 (configuration not stated)	i	-1%	32%	10%	62%
CC(C)CC(c1nnnn1C1CCCC1)N1CCC(C(N)=O)CC1 (configuration not stated)	0.7%	-3%	-6%	5%	-8%
O=C(NCCCN1CCOCC1)c1cc(-c2cccc(O)c2)on1	0.4%	1%	-17%	15%	3%
Cc1cccc(NC(=O)CCS(=O)(=O)c2cccc3nsnc23)c1C	6.2%	5%	22%	0%	-6%
COc1ccc(C2N(C(=O)c3ccccc3)CCN2C(=O)c2ccccc2)cc1	1.3%	4%	10%	3%	4%

Not a retest: an excerpt of the list.
SMILES	inhibitors of VEEV	H1N1 NS1A inhibition	tuberculosis growth	PhoP GFP inhibition	M. tuberculosis HTS	others
Cc1c(NC(=O)COC(=O)c2ccc(F)c(S(=O)(=O)N3CCOCC3)c2)c(=O)n(-c2ccccc2)n1C	0.3%	6%	-5%	-5%	2%
CC(=O)Nc1ccc(S(=O)(=O)N2CCN(C(=O)c3ncoc3-c3ccccc3)CC2)cc1	2.7%	9%	·	·	·
CCCNC(=O)C(NS(=O)(=O)c1cccc2nsnc12)c1ccccc1 (configuration not stated)	6.5%	-2%	5%	-5%	-6%
